PREPL inh: inhibits the human prolyl oligopeptidase-like enzyme; AID 2751; 0.68% of 320,000 active; inhibition, % at 5.96 µM; recombinant PREPL, fluorescence polarization activity-based probe; Q4J6C6; in the data active = inhibition above about 43%;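 also: 0% = enzyme with DMSO and 100% = wells lacking enzyme; many of its hits are not listed in these tables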
TPT1 inh: C. albicans TPT1 enzyme inhibition | inhibition, % at 5 µM | 0.81% of 300,000 active | AID 1962 | recombinant caTPT1, FP RNA substrate dephosphorylation;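 active = inhibition above the mean of all tested compounds plus 3 SD, set per screening campaign, cut at about 24% in these data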;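 also: plate controls were DMSO alone for no effect and ferristatin control at 100 nM for full effect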
PP5 primary: inhibitors of human protein phosphatase 5 (PP5); P53041; purified PP5c, OMFP substrate fluorescence; inhibition, % at 6.7 µM; 0.18% of 320,000 active; AID 1987;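 active = inhibition above the campaign's mean inhibition across all tested compounds plus 3 SD, cut at about 9.5% in these data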;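 also: 0% = DMSO only and 100% = 100 µM cantharidin control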
Target sequence (P53041 whole entry, looked up): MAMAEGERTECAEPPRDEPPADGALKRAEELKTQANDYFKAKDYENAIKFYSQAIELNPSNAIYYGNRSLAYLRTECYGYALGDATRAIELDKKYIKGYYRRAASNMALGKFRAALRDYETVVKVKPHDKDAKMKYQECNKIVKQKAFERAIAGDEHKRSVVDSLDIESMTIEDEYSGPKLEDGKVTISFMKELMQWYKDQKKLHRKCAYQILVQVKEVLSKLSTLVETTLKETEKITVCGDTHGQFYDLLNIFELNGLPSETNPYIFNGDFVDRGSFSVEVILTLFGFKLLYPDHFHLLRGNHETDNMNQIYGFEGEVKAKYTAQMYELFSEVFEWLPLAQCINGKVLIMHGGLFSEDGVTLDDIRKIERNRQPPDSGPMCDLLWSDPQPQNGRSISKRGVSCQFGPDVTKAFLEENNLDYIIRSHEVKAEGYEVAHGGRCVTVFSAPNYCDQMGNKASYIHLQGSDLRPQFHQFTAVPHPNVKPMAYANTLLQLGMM
Efflux pump inh: inhibitors of Candida antifungal efflux pumps expressed in yeast; S. cerevisiae Candida pump triplex, Nile Red efflux; inhibition, % at 10 µM; 0.44% of 330,000 active; AID 485275;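 active = plate passing quality check with inhibition over a set limit, or well fluorescence over plate mean plus 4 SD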;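 also: Nile Red retained in pooled yeast measured as flow cytometry median fluorescence; 0% = buffer negative control and 100% = Enniatin B positive control; higher means more Nile Red kept so more efflux inhibition; some compounds called inactive have numbers as strong as hits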
Fh CTSL1 inh: counter-screen for PFM18AAP inhibitors: inhibitors of F. hepatica cathepsin L1; recombinant F. hepatica cathepsin L1, Z-Leu-Arg-MCA fluorescence; inhibition, % at 5.96 µM; 0.49% of 300,000 active; AID 1906;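 active = inhibition above the mean of all tested compounds plus 3 SD, set per screening campaign, cut at about 17% in these data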;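 also: 0% = plate median of test compound wells and 100% = 1 µM Z-Phe-Ala-diazomethylketone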
PP1 inh: blocks human PP1-alpha phosphatase, a PP5 counter-screen; purified PP1alpha, OMFP fluorescence; 0.9% of 320,000 active; P62136; inhibition, % at 6.7 µM;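 active = inhibition above the mean inhibition of all tested compounds plus 3 SD, computed separately for each screening campaign, cut at about 15% in these data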
LYPLA2 counter: LYPLA2 (human) inhibition in PME1 counter-screen; 0.38% of 320,000 active; AID 2177; O95372; recombinant LYPLA2, FP-Rh probe fluorescence polarization; inhibition, % at 5.9 µM;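 active = inhibition above the screen-wide mean plus 3 SD, limit set per campaign, cut at about 26% in these data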;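 also: 0% = LYPLA2 with DMSO and 100% = wells lacking LYPLA2 enzyme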
core dimer inh: HCV core protein dimerization inhibition; TR-FRET GST/Flag-core106 dimerization, 1536-well; inhibition, % at 5 µM; 0.33% of 300,000 active;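 active = inhibition above the mean of all tested compounds plus 3 SD, set per screening campaign, cut at about 45% in these data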
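Test system: GST/Flag-tagged HCV core106 proteins; Medium: KF-containing HEPES buffer, pH 7.45, DTT, CHAPS, BSA; Times: compound-protein-antibody incubation 4 h at 22.5 °C; Detection: TR-FRET 671 and 617 nm emission; Benchmarks: wells lacking GST-core106 and wells with excess unlabelled core106.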
GASC-1 inh: inhibitors of human GASC-1 (JMJD2C) demethylase. Q9H3R0. GST-JMJD2C(1-420) H3K9me3 demethylation, DELFIA europium. inhibition, % at 2.35 µM. 0.069% of 330,000 active;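 active = more than half of a compound's replicate wells show inhibition beyond 50%, single wells judged on their own value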;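 also: signal counts dimethyl H3K9 product captured on neutravidin plate; 0% = median of DMSO wells and 100% = 0.3 times that DMSO median; strong numbers were not always called active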
Target sequence (Q9H3R0 1-420 limits assumed): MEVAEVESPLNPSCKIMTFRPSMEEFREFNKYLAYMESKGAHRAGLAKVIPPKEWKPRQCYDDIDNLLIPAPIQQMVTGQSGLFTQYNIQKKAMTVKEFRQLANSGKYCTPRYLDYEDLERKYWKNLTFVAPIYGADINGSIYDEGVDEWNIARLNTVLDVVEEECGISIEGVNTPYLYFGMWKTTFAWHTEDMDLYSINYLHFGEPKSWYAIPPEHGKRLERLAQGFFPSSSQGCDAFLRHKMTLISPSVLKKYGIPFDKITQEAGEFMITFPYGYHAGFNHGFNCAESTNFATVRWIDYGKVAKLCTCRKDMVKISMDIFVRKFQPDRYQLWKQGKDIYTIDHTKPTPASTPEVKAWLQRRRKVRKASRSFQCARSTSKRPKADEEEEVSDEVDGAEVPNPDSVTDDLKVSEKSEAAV
Starred values were filed as active, the others as inactive; i = inactive; / = not tested or not shown; & = joins results of further samples. Only part of the results is shown. The share of hits here may be higher or lower than overall.

SMILES | PREPL inh | TPT1 inh | PP5 primary | Efflux pump inh | Fh CTSL1 inh | PP1 inh | LYPLA2 counter | core dimer inh | GASC-1 inh
CCCn1c(SCc2nc(N)nc(N3CCCCC3)n2)nc2c1c(=O)n(C)c(=O)n2C | 3.7 | -2.1 | 1.2 | 0.1 | -4.5 | 0.5 | 4.8 | 0.4 | 1.5
COc1cccc(C(=O)Nc2nc(-c3ccncc3)cs2)c1 | 15.0 | 0.0 | 2.2 | 0.0 | 1.3 | 11.6 | -2.2 | -8.9 | -2.8
COc1ccccc1-c1c(C)nn2c(NCCN3CCCC3)cc(C)nc12 | 11.0 | -1.9 | 0.6 | -0.3 | -1.5 | 0.4 | -1.4 | -9.2 | -1.4
O=C(NC1CC(=O)N(c2ccc3c(c2)OCCO3)C1)N1CCC(O)CC1 (stereo not given) | -1.3 | -1.3 | -1.4 | 0.0 | 1.8 | -6.7 | 8.5 | 0.9 | -4.4
O=C(Nc1cccnc1)C1(c2ccc(Cl)cc2)CCCC1 | -11.7 | -4.9 | 1.9 | 0.0 | -3.3 | 0.1 | -5.9 | 0.5 | -4.8
CC(=O)Nc1ccc(S(=O)(=O)Nc2ccc(C)c([N+](=O)[O-])c2)cc1 | 25.0 | -1.2 | 1.8 | 0.1 | -2.4 | -4.1 | 9.8 | 4.3 | -21.6
CN(C)NC1=CC(=[N+]2CCCC2)CC(C)(C)C1 | 6.0 | -3.8 | 0.0 | -0.1 | 0.9 | -3.2 | 11.1 | 1.2 | 25.9
CC(=O)Nc1cccc(C(=O)/C=C/c2cccs2)c1 | -8.8 | -5.0 | 3.2 | -0.2 | 5.0 | -2.4 | -7.0 | -0.9 | -1.1
Cc1nc2c3ccccc3nc(NNC(=O)CCC(=O)NCCN3CCN(c4ccccc4)CC3)n2n1 | 30.8 | -3.0 | 2.6 | 0.0 | -6.5 | -3.8 | 1.5 | -0.4 | -2.1
O=C(C(=O)N1CCN(c2ccccc2Cl)CC1)c1c[nH]c2ccccc12 | -5.0 | 0.0 | 3.4 | 0.3 | 1.5 | -3.1 | -1.3 | 3.9 | 6.6
CC(=O)c1c(COC(=O)c2ccncc2)nc2ccccc2[n+]1[O-] | 16.3 | -4.9 | 1.0 | 0.2 | -2.5 | -0.2 | 3.2 | 30.5 | -3.1
Cc1cc(C)n(C(=O)CNC(=O)COc2ccccc2)n1 | 1.5 | -0.9 | 2.2 | 0.1 | -8.9 | -1.6 | 3.0 | -3.3 | -4.5
Cc1cccc(-n2ccnc2CN2CCN(C3CCCC3)C(CCO)C2)c1 (stereo not given) | 10.7 | -1.9 | -0.1 | 0.1 | 5.0 | -0.9 | -1.7 | 0.1 | -3.9
CCOC(=O)C1=C(C)N(c2ccc(C)c(C)c2)C(=O)/C1=C\c1ccco1 | 10.4 | 0.3 | 3.6 | 0.1 | 2.0 | 0.4 | 1.7 | 3.5 | -3.5
COc1ccc(OCC(=O)N/N=C2/C=C(C)CC2)cc1 | 5.9 | -2.9 | -4.5 | 0.0 | -8.4 | -5.9 | -2.3 | -3.4 | 3.3
CCN(CC)c1cc(-c2ccccc2)ncn1 | -5.0 | 2.8 | -0.6 | 0.0 | 0.8 | -0.7 | 1.0 | 0.5 | 7.6
Cc1ccc(-c2nn(C)c(=O)c3ccccc23)cc1CN1CCCCC1 | 0.1 | 0.2 | -3.8 | 0.0 | 1.2 | -6.0 | -4.6 | 0.4 | 8.1
O=C(O)c1ccc(S(=O)(=O)NC2CCCCC2)cc1 | 4.1 | -2.9 | 0.9 | 0.0 | 2.3 | -6.4 | -1.7 | -1.1 | 1.0
CCCS(=O)(=O)N1CCN=C1SCc1cccnc1 | 4.2 | -0.3 | 2.6 | 0.1 | 0.4 | -2.7 | -2.1 | -6.2 | 43.5
O=C(Nc1ccc(F)c(Cl)c1)C1CC(=O)N(Cc2ccco2)C1 (stereo not given) | 6.9 | / | 1.1 | -0.2 | / | -2.3 | -2.1 | / | 11.0
CSc1ccccc1NC(=O)c1cc(-c2cccnc2)nc2ccc(Br)cc12 | -13.2 | -1.5 | 5.1 | -0.1 | -1.7 | 17.0* | -7.5 | 17.0 | -7.4
COc1ccccc1NS(=O)(=O)c1cc(NC(=O)c2sc3cc(Cl)ccc3c2Cl)ccc1C | 0.9 | 0.8 | 0.7 | 0.1 | -0.4 | -1.1 | -4.2 | 10.7 | 0.6
CCOC(=O)c1ccccc1NC(=O)Cn1c(-c2nonc2N)nc2ccccc21 | -11.8 | 6.9 | 5.2 | 0.2 | 0.1 | 2.8 | -5.9 | 7.9 | 1.7
O=C(Nc1nc(-c2ccc(S(=O)(=O)N3CCCC3)cc2)cs1)C1COc2ccccc2O1 (stereo not given) | -25.1 | -5.7 | 2.8 | 0.0 | -1.2 | 4.8 | -77.9 | 39.1 | 10.3
CN1CCN(C(=O)CN(C)S(=O)(=O)c2cc(Cl)ccc2Cl)CC1 | -4.2 | 1.0 | 1.3 | -0.1 | -6.5 | -0.4 | -7.4 | 3.4 | -11.6
O=C(CCn1nc(-c2ccc(Cl)cc2)ccc1=O)N1CCOCC1 | 19.9 | 0.3 | 1.6 | -0.3 | 3.7 | -3.9 | 5.3 | -1.9 | 12.8
CCn1c(SCC(=O)NCc2ccco2)nc2cccnc21 | -4.7 | 8.3 | -7.2 | -0.1 | 6.5 | -10.5 | -2.0 | -12.5 | 13.8
Cc1ccn(C(CC(=O)c2ccc(Br)cc2)C(=O)O)n1 (stereo not given) | 16.7 | 1.8 | 1.5 | 0.0 | 0.6 | 5.5 | 6.6 | 3.8 | -2.8
CC1=NN(C(=O)c2ccco2)C(O)(c2ccccc2)C1 (stereo not given) | 6.9 | 0.8 | -0.1 | 0.1 | -1.6 | -1.2 | 1.9 | -0.9 | -0.1
C=CCSc1nnc(CNS(=O)(=O)c2ccc(C)cc2)n1C | -1.0 | -2.4 | -0.9 | 0.0 | -13.9 | -2.1 | -2.1 | 2.6 | -0.4
COc1ccccc1-c1c(C(F)(F)F)oc2cc(OS(C)(=O)=O)ccc2c1=O | 0.1 | -0.5 | 2.9 | 0.3 | 2.8 | 2.5 | 0.9 | 2.3 | 6.5
COC(=O)[C@@]12CCCN1[C@H](c1ccc(-c3ccccc3)cc1)[C@@H]1C(=O)N(C)C(=O)[C@@H]12 | 9.2 | -1.9 | 3.7 | 0.1 | -2.8 | 3.5 | -1.5 | 6.2 | 3.4
C#CCOC(=O)Nc1ccc(OCC(F)(F)F)nc1 | 12.8 | 1.2 | 1.5 | 0.1 | -6.4 | -1.8 | 9.2 | -2.4 | 6.1
Cc1cc(=O)n2[nH]c(C(=O)O)nc2n1 | -0.7 | -1.7 | -2.0 | 0.1 | -0.1 | -0.1 | 5.7 | 0.5 | -9.4
Cc1cc(C)c(C#N)c(Nc2ccccc2C)n1 | 3.9 | 0.6 | 0.2 | -0.1 | 2.9 | -2.1 | -1.5 | -6.1 | -3.3
COc1ccc(NC(=O)c2cc3n(n2)C(C(F)(F)F)CC(c2ccco2)N3)cc1 (stereo not given) | 11.8 | -5.0 | 1.1 | -0.1 | 1.3 | 1.8 | -2.4 | 2.0 | 17.5
COc1ccc(C(=O)Nc2ccccc2C(=O)NCCN2CCOCC2)cc1 | -1.9 | -3.9 | 3.2 | -0.1 | 23.0* | 0.7 | 10.1 | -3.9 | 1.0
COc1ccccc1NC(=O)c1cc2c(=O)n(C)c3ccccc3c2n1C | -1.7 | 20.1 | 0.6 | 0.0 | 3.8 | 2.1 | -11.0 | 6.5 | -3.9
COc1ccc(N(CC(=O)N2CCOCC2)S(C)(=O)=O)cc1OC | 10.4 | -0.2 | -0.8 | 0.2 | -0.3 | -2.5 | 9.2 | 0.3 | 1.3
C=CCNC(=O)c1cc(Cl)ccc1[N+](=O)[O-] | 3.1 | -2.8 | 0.9 | -0.1 | -2.7 | -2.5 | 4.3 | 6.1 | -0.4
CCOC(=O)C1=C(C)n2c(s/c(=C/c3cccc([N+](=O)[O-])c3)c2=O)=NC1c1ccc(O)c(OC)c1 (stereo not given) | 16.5 | 4.9 | 2.0 | -0.2 | 4.3 | -4.6 | -7.8 | 0.6 | 45.3
COc1ccccc1NC(=O)C(C)OC(=O)CC1CCCCC1 (stereo not given) | 8.6 | / | 0.9 | 0.6 | / | 2.8 | 2.3 | / | -0.6
CCN(C(=O)CSc1nnc(C)n1Cc1ccccc1)C1CCS(=O)(=O)C1 (stereo not given) | 0.3 | 1.2 | 0.3 | 0.1 | 0.6 | -1.8 | -1.0 | -1.5 | 8.2
COc1ccc(C(c2nnnn2C2CCCC2)N2CCC(C)CC2)c(OC)c1 (stereo not given) | -5.0 | 2.8 | 4.4 | 0.2 | 2.0 | 2.5 | -3.9 | 10.3 | -12.6
COc1cccc(C(=O)Oc2ccc(/C=N/NC(=O)c3ccncc3)cc2OC)c1 | -6.3 | 2.8 | 3.1 | 0.0 | 0.4 | 0.9 | -18.7 | -4.9 | -15.6
Cc1ccc(C)c(OC(=O)c2cccnc2Cl)c1C | 4.8 | -5.9 | 1.0 | -0.2 | -0.1 | 1.7 | -3.8 | 0.5 | 6.0
O=C(NC1CCCC1)C(c1ccccc1F)N(C(=O)c1csnn1)C1CC1 (stereo not given) | -1.1 | 0.4 | 2.1 | 0.1 | -1.8 | 1.4 | 0.7 | 8.5 | 3.3
Cc1noc(NS(=O)(=O)c2ccc(NC(=O)CSc3n[nH]c(-c4ccccc4)n3)cc2)c1C | -1.0 | -8.2 | 1.9 | -0.1 | -0.8 | 4.4 | 2.0 | -2.3 | -5.0&10.2
O=C1/C(=C/c2ccc(O)cc2)COc2ccccc21 | 0.0 | 3.6 | 1.9 | 0.2 | -0.7 | 0.4 | -6.1 | 7.2 | i
Cc1ccc(C)c(N2CCN(C(c3ccc(N(C)C)cc3)c3nnnn3C(C)(C)C)CC2)c1 (stereo not given) | 3.2 | -4.5 | -2.0 | 0.1 | -2.5 | 4.9 | 1.6 | 5.5 | 3.8

Further structures:
SMILES | PREPL inh | TPT1 inh | PP5 primary | Efflux pump inh | Fh CTSL1 inh | PP1 inh | LYPLA2 counter | core dimer inh | GASC-1 inh
CCCCn1c(C23CC4CC(CC(C4)C2)C3)n[nH]c1=S | 13.7 | -1.1 | 2.9 | 0.0 | 4.0 | 0.3 | 3.1 | 2.5 | -0.9
Cc1ccccc1Cn1ccc(-c2ccc(Cl)cc2)c(C#N)c1=O | 3.5 | -2.7 | -1.1 | -0.2 | 0.5 | 0.8 | 5.2 | 2.2 | 7.6
CCCCn1c(SCC(=O)N2CCN(c3ccccc3)CC2)nc2ccsc2c1=O | 22.0 | 0.3 | 1.1 | 0.2 | -7.2 | 5.8 | 4.2 | 4.7 | 0.7
C=CCC1NS(=O)(=O)OCC1C(C)C (stereo not given) | 16.4 | -4.5 | 1.1 | -0.1 | -0.9 | -2.2 | 0.0 | -14.4 | i
CCOc1ccc(N2CC(C(=O)Nc3ccccc3N3CCCC3)CC2=O)cc1 (stereo not given) | 10.6 | 3.4 | 2.1 | -0.1 | 1.0 | 0.7 | -4.0 | 1.2 | -0.9
CC1CN(C(=O)C2CCCCC2)C(C)CN1C(=O)C1CCCCC1 (stereo not given) | -1.5 | -2.2 | 0.4 | 0.0 | -3.5 | -0.4 | -2.2 | 4.6 | -3.7
